PLK1 PBD block: PLK1 (human) polo-box domain binding inhibition. P53350. Plk1 PBD binding of FITC phosphopeptide, fluorescence polarization. Potency, µM, inactives show max response, negative = inhibition, most hits filed as inhibitors. 360,000 tested, 2.8% active; note: potency is the fitted concentration of half-maximal effect; series mostly up to about 57 µM; % is set by controls: 0 for no effect and ±100 for the full control effect; nearly all actives have a fitted effect of over 65% in size
Target sequence (P53350 whole entry, looked up, the tested form may be a part): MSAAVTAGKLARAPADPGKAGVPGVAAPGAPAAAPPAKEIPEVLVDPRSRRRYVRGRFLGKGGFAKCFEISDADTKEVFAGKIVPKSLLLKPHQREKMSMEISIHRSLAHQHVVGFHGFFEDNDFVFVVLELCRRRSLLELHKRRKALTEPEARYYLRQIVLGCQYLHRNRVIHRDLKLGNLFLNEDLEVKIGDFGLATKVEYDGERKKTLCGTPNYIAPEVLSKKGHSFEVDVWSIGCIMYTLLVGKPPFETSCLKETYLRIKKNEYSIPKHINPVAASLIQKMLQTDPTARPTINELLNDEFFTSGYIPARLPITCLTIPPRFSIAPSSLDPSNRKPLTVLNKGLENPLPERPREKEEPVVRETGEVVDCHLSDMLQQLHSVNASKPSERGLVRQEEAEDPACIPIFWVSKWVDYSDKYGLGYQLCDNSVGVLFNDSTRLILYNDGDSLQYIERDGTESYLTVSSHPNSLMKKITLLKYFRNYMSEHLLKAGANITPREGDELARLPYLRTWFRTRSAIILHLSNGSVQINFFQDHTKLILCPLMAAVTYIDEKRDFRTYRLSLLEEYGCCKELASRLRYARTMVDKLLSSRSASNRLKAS
EPAC1 agonist: EPAC1 (human) agonism | 360,000 tested, 0.073% active | O95398 | Potency, µM (highest dose often 154 µM), for inactives: at the top dose activation, actives largely listed as activators | AID 720707 | EPAC1 agonist qHTS, biochemical assay; response scale: 100% = response to 6.5 mM cAMP; note: potency is the fitted concentration of half-maximal effect; nearly all actives have a fitted effect of over 60% in size
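Nucleotide exchange by EPAC1 (100 nM) on Rap1B–BODIPY-GDP (250 nM) in the presence of 50 uM GDP is tracked fluorescently at 480/540 nm over 30 min. Signals are normalized to a 6.5 mM cAMP control.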
WRN inhibitor: inhibitors of human WRN helicase. WRN helicase unwinding, fluorescent forked duplex, kinetic. Potency, µM (top dose mostly 114 µM), for inactives: top-dose activity change, negative = inhibition, actives largely listed as inhibitors. 360,000 tested, 0.46% active. AID 651768; note: potency is the fitted concentration of half-maximal effect; % is set by controls: 0 for no effect and ±100 for the full control effect; nearly all actives have a fitted effect of over 55% in size
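WRN at 20 nM final was preincubated with compound for 15 min at room temperature; reaction started with 100 nM forked duplex oligonucleotide carrying fluorophore and quencher plus 2 mM ATP (final). Unwinding followed kinetically by red fluorescence (ex 525/em 598 nm).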
EPAC1 antagonist: antagonists of human EPAC1; EPAC1 GEF assay, Rap1b-BODIPY-GDP exchange fluorescence; 360,000 tested, 0.14% active; Potency, µM (doses to about 115 µM), for inactives: at the highest dose activity change, negative = inhibition, actives largely listed as inhibitors;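 note: potency is the fitted concentration of half-maximal effect; plate controls were vehicle for no effect and positive control for full effect; nearly all actives have a fitted effect of over 50% in size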
PI5P4Ka inh: PI5P4K alpha (human) kinase inhibition | 330,000 tested, 1.2% active | max response, % | P48426 | AID 652105 | PI5P4Kalpha enzyme, ADP-Glo luminescence, 60 min; active compounds read low; active = max response of -50% or lower; inconclusive = between -30% and -50%; inactive = -30% or higher; note: value at the top dose of about 77 µM; % is set by controls: 0 for no effect and ±100 for the full control effect
Target sequence (P48426 whole entry, looked up): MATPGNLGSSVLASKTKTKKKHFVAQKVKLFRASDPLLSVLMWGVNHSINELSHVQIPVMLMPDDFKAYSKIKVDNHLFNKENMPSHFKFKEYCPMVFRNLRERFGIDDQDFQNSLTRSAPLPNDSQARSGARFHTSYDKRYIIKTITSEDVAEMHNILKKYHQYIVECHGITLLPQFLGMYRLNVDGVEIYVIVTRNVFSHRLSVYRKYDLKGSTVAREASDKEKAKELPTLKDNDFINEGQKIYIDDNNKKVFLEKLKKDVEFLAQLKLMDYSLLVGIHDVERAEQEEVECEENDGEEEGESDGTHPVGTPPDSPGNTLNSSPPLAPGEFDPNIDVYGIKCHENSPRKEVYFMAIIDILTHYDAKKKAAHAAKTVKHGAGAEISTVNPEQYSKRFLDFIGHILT
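qHTS, 1536-well: enzyme/substrate mix, compound by pin tool, 5 microM ATP final; RT 60 min; ADP-Glo reagents 1 (45 min) then 2 (30 min); luminescence.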
CCT modulator: changes cytosolic chaperonin activity | purified chaperonin ATPase assay, HTRF ADP detection, 30 min | 360,000 tested, 0.3% active | activity change, % (no concentration beside the values), hits read low; in the data active = activity change below about -30%; note: % is set by controls: 0 for no effect and ±100 for the full control effect
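Enzyme 40 or 20 nM (batch-dependent) in Tris pH 7.4/KCl/MgCl2/DTT; cpd 76 uM single point; ATP 10 uM; 30 min 37 °C; Transcreener ADP HTRF detection, 30 min RT; ratio 665/615.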
EPAC2 agonist: activates human EPAC2 exchange factor | Q8WZA2 | EPAC2 activation, biochemical qHTS; response scale: 100% = 6.5 mM cAMP response | Potency, µM (titrated, usually from 154 µM), without a hit: at the top dose activation, hits mostly activators | 360,000 tested, 0.079% active; note: potency is the fitted concentration of half-maximal effect; nearly all actives have a fitted effect of over 50% in size
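Readout is BODIPY fluorescence (480 nm excitation, 540 nm emission), which falls as labeled GDP is exchanged off Rap1B. EPAC2 at 100 nM acted on 250 nM RAP1B-BODIPY-GDP with 50 uM GDP present.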
IL-2 act: IL-2 activation; IL-2 activation reporter assay, cell-based qHTS; stimulated with anti-CD3/CD4/CD28 beads; in transgenic mouse T cells; AID 652025; activation, % (series mostly up to about 46 µM); 360,000 tested, 0.065% active; in the data active = activation above about 50%; inconclusive = mostly about 30% to 49%; note: 0% is about no effect
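Unstimulated transgenic mouse T cells, 750 per well, received compound and, after 60 minutes, anti-CD3/anti-CD4 bead plus anti-CD28 stimulation. EGFP and DsRed were quantified after 18 hours.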
Numbers without * were called inactive; ? = inconclusive; . = not tested or not shown; [ ] = another dose, or the depositor's remark. Unless noted, calls come from the whole dose curve; as a rule, active = well fitted curve in the direction sought with a large enough effect; inconclusive = small, poorly fitted or top-dose-only effect, or another doubt; inactive = no such curve, though single readings can be large; an effect the other way counts as inactive or inconclusive.

SMILES	PLK1 PBD block	EPAC1 agonist	WRN inhibitor	EPAC1 antagonist	PI5P4Ka inh	CCT modulator	EPAC2 agonist	IL-2 act
COc1cc(CCC(=O)OCC(=O)Nc2cc(S(=O)(=O)N3CCOCC3)ccc2Cl)cc(OC)c1OC	-10%	6%	?	-19%	2	-1.2	1%	-1.5
O=C(Nc1ccc(Cl)cc1)N[C@@H]1CC[C@H](CCNS(=O)(=O)c2ccccc2F)O[C@@H]1CO	-10%	-5%	-4%	-9%	4	.	5%	-0.2
O=C(Cc1ccccc1)Nc1ccc(NC(=O)c2ccc(Br)cc2)cc1	-2%	-3%	7%	-8%	8	1.3	2%	-0.6
CCCCCn1nnc2c(=O)oc3ccccc3c21	-4%	6%	-4%	3%	0	0.6	8%	-1.6
COc1cc(/C=C/c2ccc3c(Br)cc(Br)c(O)c3n2)ccc1O	24µM*	2%	-11%	10%	-23	-8.4	-7%	-0.1
O=C(c1ccccc1)C1CCc2occc2C1=O (centres undefined)	-9%	9%	5%[57.1 µM]	-11%	0	-1.8	-6%	0.2
Cc1ccccc1-n1nc(C)c2c1N=C1C(Cl)=CC(Cl)=CN1C2c1ccc(C(=O)O)cc1 (centres undefined)	-12%	-3%	-10%	0%	3	-3.1	-5%	-3.2
Cc1ccc(C2C(C#N)=C(N)Oc3n[nH]c(C)c32)cc1 (centres undefined)	?	-1%	-3%	1%	-12	0.3	-5%	-1.6
CCCCn1nnnc1C1(C)CCC(=O)N1Cc1ccc(F)cc1 (centres undefined)	-15%	1%	-3%	21%	-2	-1.6	11%	0.8
COc1cc(N/N=C(\C)c2ccc(N)cc2)nc(-c2ccccc2)n1	2%	14%	-7%	-22%	18	-1.1	0%	-0.4
CC(=O)c1ccc(NC(=O)CN2CCCC2)cc1	0%	-1%	8%	-29%	-3	0.5	5%	-0.1
O=C(CSc1nnc(-c2cccs2)n1C1CC1)NCC1CCCO1 (centres undefined)	-1%	22%	-2%	0%	-3	-1.8	9%	-0.3
COc1ccc(CNC(=O)CN(C(=O)CCC(=O)Nc2nccs2)c2ccc3c(c2)OCO3)cc1	5%	-3%	1%	-8%	-6	1.3	-2%	-0.6
COc1cc(SC)ccc1C(=O)OCC(=O)NCC(C)C	-3%	-4%	-2%	9%	3	0.5	-2%	-6.9
O=S1(=O)c2cccc3cccc(c23)N1Cc1ccc(-c2nnco2)cc1	-8%	4%	-4%	-12%	-20	0.4	19%	-0.6
COc1cccc(/C=C/C(=O)OCC(=O)Nc2cccc(S(=O)(=O)N3CCCCC3)c2)c1OC	2%	-3%	?	-25%	2	-9.2	10%	0.2
CC(C)CC(=O)NC(=S)Nc1nc(-c2ccc(Cl)cc2)cs1	-6%	-9%	3%	-14%	0	0.5	-7%	-4.5
CC1=C(C#N)C(=O)N(C)C(C)(C)C1	-1%	1%	10%	1%	-2	-1.5	-1%	-0.2
O=C(O)c1nn(-c2ccccc2)ccc1=O	12µM*	-4%	-4%	0%	?	-3.4	1%	-0.5
CCOc1ccccc1C(=O)NN1C(=O)CCC1=O	-14%	-6%	1%	7%	9	0.2	10%	-1.7
Cc1cc(OCC(=O)NC2CCN(C)CC2)ccc1[N+](=O)[O-]	1%	6%	-5%[57.1 µM]	-17%	0	1.4	3%	0.0
CCC(=O)Nc1ccccc1Sc1ncnc2scc(-c3ccccc3)c12	-5%	1%	-1%	-11%	-8	-2.4	3%	-3.6
c1csc(-n2nc3ccccc3n2)c1	-1%	-1%	-17%	-3%	4	1.8	-1%	-1.2
CCOC(=O)N1CCC(N2CC34C=CC(O3)C(C(=O)Nc3ccc(OCC)cc3)C4C2=O)CC1 (centres undefined)	-13%	1%	-4%	-15%	4	-0.9	2%	-0.9
CC(C)NC(=O)C1C(c2ccc(C(F)(F)F)cc2)=Nc2ccccc2N1C(=O)c1cc2ccccc2[nH]1 (centres undefined)	-3%	-11%	-5%	7%	0	.	-6%	-0.4

3 of the compounds above, with bars between the fields:
smiles | PLK1 PBD block | EPAC1 agonist | WRN inhibitor | EPAC1 antagonist | PI5P4Ka inh | CCT modulator | EPAC2 agonist | IL-2 act
CCCCCn1nnc2c(=O)oc3ccccc3c21 | -4% | 6% | -4% | 3% | 0 | 0.6 | 8% | -1.6
COc1cc(/C=C/c2ccc3c(Br)cc(Br)c(O)c3n2)ccc1O | 24µM* | 2% | -11% | 10% | -23 | -8.4 | -7% | -0.1
O=C(c1ccccc1)C1CCc2occc2C1=O (centres undefined) | -9% | 9% | 5%[57.1 µM] | -11% | 0 | -1.8 | -6% | 0.2

Continued.
SMILES	PLK1 PBD block	EPAC1 agonist	WRN inhibitor	EPAC1 antagonist	PI5P4Ka inh	CCT modulator	EPAC2 agonist	IL-2 act
O=S(=O)(NCc1ccccc1)c1ccc(S(=O)(=O)N2CCCC2)cc1	27µM*	-12%	4%[57.1 µM]	-3%	8	3.5	-1%	-0.6
O=C(O)CSCC(=O)Nc1ccc(C(F)(F)F)cc1	-11%	3%	6%	28%	-1	-6.4	3%	-1.9
COc1ccc(CNC(=O)Cc2nn(C)c(=O)c3ccccc23)cc1	-4%	1%	-3%	-1%	6	-3.1	6%	0.1
Cc1ccc(C(NC(=O)N2CC(C)OC(C)C2)C(Cl)Cl)cc1F (centres undefined)	-1%	-2%	-16%[57.1 µM]	9%	-8	2.7	9%	-1.7
CC(C)c1ccc(S(=O)(=O)NCc2ccc3c(c2)OCO3)cc1	-21%	3%	-26%	-6%	-5	-3.6	11%	-0.6
CCN1CC=C2C(C#N)=C(N)C(C#N)(C#N)C(c3cc(Cl)ccc3Cl)C2C1 (centres undefined)	?	2%	-13%	-3%	-10	-1.6	15%	-0.5
CCCN(CCC)C(=O)C1CCCN(S(=O)(=O)c2ccc3c(c2)oc(=O)n3C)C1 (centres undefined)	0%	-5%	-7%	-5%	1	-1.6	4%	0.9
CC(=O)Nc1ccc(S(=O)(=O)N2CCC(C(=O)N[C@@H](C)C(=O)NC3CCCC3)CC2)cc1	5%	-16%	-3%	11%	-4	1.0	-6%	-0.5
C[C@H](CO)N1C[C@H](C)[C@@H](CN(C)Cc2ccc(-c3ccccc3)cc2)Oc2c(NC(=O)Nc3ccc(C(F)(F)F)cc3)cccc2C1=O	4%	-4%	-5%	10%	0	0.3	-6%	-0.8
O=C1CCc2cc(S(=O)(=O)N3CCC(C(=O)NC4CCCc5ccccc54)CC3)ccc2N1 (centres undefined)	-1%	-12%	3%	-24%	-2	-13	-2%	-1.6
CN(C)S(=O)(=O)Oc1cc(Cl)ccc1C(=O)Nc1ccc(F)cc1F	24µM*	-10%	14%	20%	-4	0.4	3%	-0.8
O=C(N/N=C/c1ccc(OCC(=O)N2CCCCC2)cc1)c1ccccc1	-6%	3%	-16%	-5%	.	0.2	4%	-1.1
CCCCCCNC(=O)c1ccc(Br)o1	-10%	-10%	1%	-7%	8	-0.8	5%	0.0
Cc1cc(C)c(C)c(S(=O)(=O)N2CCC(C(=O)N3CCCCCCC3)CC2)c1C	-1%	-6%	14%	23%	6	-0.3	6%	-3.5
O=C(COC(=O)c1ccc(Br)c(S(=O)(=O)N2CCOCC2)c1)NC1CC1	-10%	-1%	-4%	-10%	-11	0.1	7%	1.8
CCCn1c(SCC(=O)N2CC(=O)Nc3ccccc32)nc2ccccc21	?	5%	-9%[57.1 µM]	-15%	-2	0.5	-2%	1.0
O=C(CSc1nc2ccccc2o1)N1CCN(C(=O)c2ccco2)CC1	-15%	-1%	0%[57.1 µM]	-7%	3	-1.0	3%	0.7
CC1CCCC(NC(=O)COC(=O)c2cc(S(=O)(=O)N3CCOCC3)ccc2F)C1C (centres undefined)	-9%	-6%	-7%	-17%	5	4.0	-5%	-0.1
C[C@H](CO)N1C[C@H](C)[C@@H](CN(C)S(=O)(=O)c2ccccc2)Oc2ccc(NS(=O)(=O)c3cn(C)cn3)cc2C1=O	-17%	-5%	-7%	0%	-7	-0.2	5%	0.3
CCC(=O)Nc1ccc(C(=O)Nc2c[nH]c(=O)[nH]c2=O)cc1	-2%	-8%	1%[57.1 µM]	-7%	-5	-3.9	2%	0.9
CC1CCCC(NC(=O)c2ccncc2)C1C (centres undefined)	-15%	10%	8%	18%	-4	-2.6	9%	-0.6
CCC1=C2CC[C@H]3C(=O)N(CC)C(=O)[C@H]3[C@H]2[C@@]2(Cc3ccccc3)C(=NCc3ccccc3)OC(=O)N2C1=O	-21%	-22%	1%	?	-6	1.0	7%	-0.5
C=CCN(c1ccccc1)S(=O)(=O)c1cccc(C(=O)Nc2ncccc2O)c1	-6%	6%	-7%	-4%	0	-1.1	-13%	-3.7
Cc1ccc(S(=O)(=O)Nc2ccc(Cl)cc2O)cc1	-11%	7%	-2%	8%	0	.	14%	0.2
CC(=O)NCCNc1nc2c(-c3ccccc3)nnn2c2ccccc12	?	2%	-9%	3%	0	1.0	-5%	0.4
Cc1nc(-c2ccccc2)sc1C(=O)Nc1ccccc1F	-2%	-3%	-9%	?	1	0.9	-7%	-2.8
O=C(Nc1ccc(Cl)c(S(=O)(=O)N2CCOCC2)c1)c1cc2ccccc2oc1=O	2%	3%	-9%	-4%	6	-7.4	7%	1.2

Only IL-2 act and WRN inhibitor, for four of the compounds above:
SMILES,IL-2 act,WRN inhibitor
Cc1cc(C)c(C)c(S(=O)(=O)N2CCC(C(=O)N3CCCCCCC3)CC2)c1C,-3.5,14%
CCCCCCNC(=O)c1ccc(Br)o1,0.0,1%
CC1CCCC(NC(=O)COC(=O)c2cc(S(=O)(=O)N3CCOCC3)ccc2F)C1C (centres undefined),-0.1,-7%
Cc1ccc(C(NC(=O)N2CC(C)OC(C)C2)C(Cl)Cl)cc1F (centres undefined),-1.7,-16%[57.1 µM]

Entries from the list above that contain a furan ring, fused or not (3):
SMILES	PLK1 PBD block	EPAC1 agonist	WRN inhibitor	EPAC1 antagonist	PI5P4Ka inh	CCT modulator	EPAC2 agonist	IL-2 act
O=C(c1ccccc1)C1CCc2occc2C1=O (centres undefined)	-9%	9%	5%[57.1 µM]	-11%	0	-1.8	-6%	0.2
CCCCCCNC(=O)c1ccc(Br)o1	-10%	-10%	1%	-7%	8	-0.8	5%	0.0
O=C(CSc1nc2ccccc2o1)N1CCN(C(=O)c2ccco2)CC1	-15%	-1%	0%[57.1 µM]	-7%	3	-1.0	3%	0.7

Screening data from PubChem BioAssay.

The list is partial (hit frequency here may not be typical).
